zVAD death inh: blocks zVAD induced death of L929 cells; L929 zVAD necroptosis rescue, ATP luminescence, 24 h; with zVAD 60 µM; viability rescue, % at 10 µM; actives 0.38% (n = 220,000);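 active = activation, scaled between plate controls, above about 75%, limit read from the data; inactive = activation under that limit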;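 note: 0% = zVAD with DMSO and 100% = DMSO alone without zVAD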
TNF necrop inh: TNF-alpha cell death inhibition in Jurkat FADD-/- cells. Jurkat FADD-/- TNF necroptosis rescue, ATP luminescence, 24 h; 0 = TNF only, 100 = no-TNF cells. activation (protection from cell death), % at 10 µM. actives 0.068% (n = 220,000);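 active = activation, meaning protection from cell death, of at least 50% relative to plate controls; inactive = activation below 50%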;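 note: necroptosis triggered by 40 ng/mL TNF-alpha added together with compound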
KCC2 mod: modulators of human KCC2 chloride dependent transport. actives 2.2% (n = 190,000). B-score of Tl+ flux slope (higher = more flux/activation; lower = inhibition) at 10 µM. Q9H2X9. AID 1456. KCC2 cells, thallium flux FluoZin-2 fluorescence;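 active = thallium flux slope and its plate-corrected score both differing from the plate sample mean at a set confidence after two filtering rounds, in either direction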;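 note: slope of fluorescence scaled to starting intensity during 10 to 20 s after thallium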
Target sequence (Q9H2X9 whole entry, looked up): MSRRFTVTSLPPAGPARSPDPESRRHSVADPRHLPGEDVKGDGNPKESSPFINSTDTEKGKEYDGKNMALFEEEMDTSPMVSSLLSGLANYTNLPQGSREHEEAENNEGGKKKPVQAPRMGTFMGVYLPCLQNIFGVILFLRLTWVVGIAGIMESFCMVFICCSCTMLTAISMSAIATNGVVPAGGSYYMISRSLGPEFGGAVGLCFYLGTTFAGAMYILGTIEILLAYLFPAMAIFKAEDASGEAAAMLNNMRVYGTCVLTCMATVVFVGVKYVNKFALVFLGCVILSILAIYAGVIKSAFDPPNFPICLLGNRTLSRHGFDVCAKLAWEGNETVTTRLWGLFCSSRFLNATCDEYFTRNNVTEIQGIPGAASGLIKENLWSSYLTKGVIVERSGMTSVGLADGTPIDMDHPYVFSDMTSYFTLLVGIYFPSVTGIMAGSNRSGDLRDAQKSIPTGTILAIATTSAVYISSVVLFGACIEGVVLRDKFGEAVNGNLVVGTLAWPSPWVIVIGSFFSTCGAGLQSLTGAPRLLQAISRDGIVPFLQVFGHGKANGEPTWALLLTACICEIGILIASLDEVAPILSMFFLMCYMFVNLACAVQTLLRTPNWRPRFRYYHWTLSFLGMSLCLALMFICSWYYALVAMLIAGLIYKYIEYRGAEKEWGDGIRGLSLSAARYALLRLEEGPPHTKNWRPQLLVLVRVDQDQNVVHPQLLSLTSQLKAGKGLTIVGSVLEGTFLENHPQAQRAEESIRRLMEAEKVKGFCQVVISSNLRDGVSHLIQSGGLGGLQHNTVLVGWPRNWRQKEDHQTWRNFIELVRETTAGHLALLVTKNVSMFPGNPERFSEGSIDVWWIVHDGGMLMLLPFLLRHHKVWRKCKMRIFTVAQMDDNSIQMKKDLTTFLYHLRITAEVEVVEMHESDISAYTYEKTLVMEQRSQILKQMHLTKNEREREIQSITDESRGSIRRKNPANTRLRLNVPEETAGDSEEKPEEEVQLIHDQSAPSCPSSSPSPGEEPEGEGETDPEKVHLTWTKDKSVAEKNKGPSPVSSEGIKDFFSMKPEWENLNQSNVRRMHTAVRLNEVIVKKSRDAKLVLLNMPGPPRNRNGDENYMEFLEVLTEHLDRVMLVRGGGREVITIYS
Hck Nef HTS: blocks Nef-activated human Hck kinase | P08631 | Recombinant Hck-YEEI plus Nef, Z-Lyte FRET kinase assay | inhibition, % at 20 µM | actives 0.68% (n = 220,000);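 active = Hck-Nef kinase inhibition above about 50%, limit read from the data; inactive = inhibition below that limit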;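 note: 0% = DMSO with Hck plus Nef and 100% = Hck alone without Nef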
Rad51 HR inh: Rad51 (human) homologous recombination inhibition; AID 1385; hRad51 DNA strand exchange, fluorescence dequenching; inhibition, % at 10 µM; actives 0.085% (n = 200,000); Q06609;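 active = inhibition above 40% at the single screening dose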;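 note: 0% = DMSO control wells and 100% = blanks with heterologous ssDNA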
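System: hRad51 filaments on single-stranded DNA; reagent: Fluorescein- and BHQ1-tagged 47-mer duplex; compound dosing: one concentration, 10 µM final; timing: filaments 15 min 37 °C, then compound 30 min; measured by: fluorescein emission 520 nm, excitation 485 nm; benchmarks: per-plate controls and blanks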
KLK5 inh: kallikrein 5 (human) inhibition. actives 0.59% (n = 210,000). inhibition, % at 5 µM. recombinant hK5, fluorogenic AMC substrate cleavage;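 active = inhibition of 40% or more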;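 note: 0% = enzyme controls without compound and 100% = no-enzyme blanks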
FXIa inh 1536: factor XIa (human) inhibition; actives 0.14% (n = 220,000); AID 798; purified FXIa, Boc-Glu-Ala-Arg-AMC fluorogenic substrate; inhibition, % at 5 µM; P03951;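 active = inhibition of at least 40%; inactive = inhibition below 40%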;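 note: fluorescence of freed AMC excited at 355 nm; 0% = enzyme without compound and 100% = no enzyme blank; many of its hits are not listed in these tables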
FXIIa inh 1536: inhibitors of human coagulation factor XIIa; P00748; purified FXIIa, Boc-QGR-AMC fluorogenic substrate, 2 h; inhibition, % at 5 µM; actives 0.3% (n = 220,000); AID 800; in the data active = inhibition above about 40%;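 note: 0% = enzyme with no compound and 100% = blank without enzyme; many of its hits are not listed in these tables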
Thrombin inh: blocks human thrombin protease activity; actives 0.26% (n = 220,000); AID 1046; alpha-thrombin, Boc-VPR-AMC fluorogenic substrate cleavage; P00734; inhibition, % at 5 µM;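 active = inhibition at or above 40%; inactive = inhibition below 40%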;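 note: 0% = enzyme with no compound and 100% = wells without enzyme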
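Test system: human alpha-thrombin protein / Dosing: one concentration per compound, 5 µM, with 0.2% DMSO / Medium: pH 7.5 Tris-saline with Tween 20 / Benchmarks: no-compound enzyme wells and no-enzyme blanks / Read-out basis: percent inhibition of thrombin substrate cleavage / Timing: reaction at room temperature / Measured by: fluorescence, ex 355 nm, em 460 nm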
An asterisk follows results filed as active; i = inactive; · = no result given.

no.	Structure	zVAD death inh	TNF necrop inh	KCC2 mod	Hck Nef HTS	Rad51 HR inh	KLK5 inh	FXIa inh 1536	FXIIa inh 1536	Thrombin inh
1	CNC(=S)NCCc1ccc(OC)cc1	31.2	0.3	-1.82	8.1	-1.6	-3.2	-2.4	4.1	-3.2
2	NC(=O)C1=C[C@@H](c2ccccc2)C[C@@H](OCc2ccc(CO)cc2)O1	0.3	-1.0	0.0792	9.0	11.6	5.9	3.6	6.2	1.0
3	COc1ccccc1NC(=O)c1ccc2snnc2c1	1.0	0.8	0.735	8.2	-5.5	36.8	5.1	13.1	1.8
4	Cc1ccc(NC(=S)NCc2ccc3[nH]c4c(c3c2)CCCC4)cc1	·	-23.0	0.00476	-3.0	-6.4	-8.3	-0.8	4.4	-2.9
5	Cn1c(N)c(C(=O)COc2ccc(C#N)cc2)c(=O)n(C)c1=O	1.2	-0.5	-0.291	-2.5	-16.7	-2.0	-2.9	6.0	-5.3
6	CCNc1nc(N)nc(-c2cc(Cl)ccc2OC)n1	0.2	-1.7	-0.13	2.4	-3.0	-13.2	-1.6	6.4	-0.4
7	CCN(CC)CC(O)CN1C(=O)NC(C)(C)C1=O (stereo unspecified)	12.3	0.3	0.0843	19.1	6.5	4.2	-5.1	5.4	-1.1
8	CCN1CCN(Cc2ccc(OCc3ccccc3)c(OC)c2)CC1	0.2	0.6	-0.0688	1.4	-5.2	30.4	0.8	12.8	0.8
9	COc1ccccc1-c1cc(C(=O)N/N=C\c2cnn(C)c2C)c2ccccc2n1	·	-0.7	-0.509	3.6	26.7	-5.1	4.9	9.7	2.0
10	COc1cccc(/C=C/C(=O)OCC(=O)Nc2ccc(Cl)c(S(=O)(=O)N(C)C)c2)c1	5.1	1.4	-0.943	15.2	20.6	-15.4	-8.1	-0.2	-1.9
11	CCOC(=O)C1CCN(c2ncnc3c2oc2ccc(Br)cc23)CC1	-0.1	-4.7	-1.07	-1.6	·	-0.7	20.4	19.1	-3.2
12	CC(C)(C)C(=O)N1CCC(O)(CS(=O)(=O)c2ccc(Cl)c(Cl)c2)CC1	1.2	0.4	0.339	12.2	4.5	-3.9	-4.2	9.1	-9.5
13	C/C(=N\NC(=O)c1ccncc1)c1cc2ccccc2o1	2.8	1.3	10.9*	16.6	3.9	3.2	-1.4	6.6	-1.5
14	Cn1c(SCC(=O)Nc2ccccc2[N+](=O)[O-])nnc1C(F)(F)F	0.6	1.8	-0.317	17.4	·	0.9	-1.2	6.2	-5.6
15	CC(C)C(C(=O)Nc1ccc(S(N)(=O)=O)cc1)N1C(=O)c2ccccc2C1=O (stereo unspecified)	1.8	1.4	1.96	-1.1	-6.3	-3.2	-3.6	4.7	-7.6
16	Cc1cc(OCC(=O)Nc2nnc(C3CC3)s2)ccc1[N+](=O)[O-]	4.2	-0.2	0.0555	21.3	15.4	-6.5	-5.1	1.3	0.4
17	COc1ccc(C(=O)Nc2sc(C)c(C)c2CN2CC(C)OC(C)C2)cc1 (stereo unspecified)	2.1	0.4	-0.0492	0.9	-10.1	-8.3	-4.7	4.1	-6.6
18	Cc1ccc(S(=O)(=O)N2CCCCC2c2cccnc2)c(C)c1C (stereo unspecified)	-1.6	0.0	-2.52	-7.3	-1.9	-0.1	9.7	1.9	2.1
19	COc1ccc(/C=C2\Oc3cc(OC(=O)N4CCOCC4)ccc3C2=O)c(OC)c1	-1.4	-3.1	0.199	4.4	-131.3	1.9	0.1	3.3	-6.2
20	CC(NCc1ccccc1Cl)C(=O)Nc1ccc(S(=O)(=O)N2CCCC2)cc1 (stereo unspecified)	0.8	1.8	-0.805	2.2	6.0	-9.9	4.3	16.2	-2.2

Single records, from the list above. Values in the order: zVAD death inh	TNF necrop inh	KCC2 mod	Hck Nef HTS	Rad51 HR inh	KLK5 inh	FXIa inh 1536	FXIIa inh 1536	Thrombin inh
Shown for `COc1ccc(C(=O)Nc2sc(C)c(C)c2CN2CC(C)OC(C)C2)cc1` (stereo unspecified) → 2.1	0.4	-0.0492	0.9	-10.1	-8.3	-4.7	4.1	-6.6
Shown for `COc1ccccc1NC(=O)c1ccc2snnc2c1` → 1.0	0.8	0.735	8.2	-5.5	36.8	5.1	13.1	1.8
Shown for `COc1cccc(/C=C/C(=O)OCC(=O)Nc2ccc(Cl)c(S(=O)(=O)N(C)C)c2)c1` → 5.1	1.4	-0.943	15.2	20.6	-15.4	-8.1	-0.2	-1.9
Shown for `CC(C)C(C(=O)Nc1ccc(S(N)(=O)=O)cc1)N1C(=O)c2ccccc2C1=O` (stereo unspecified) → 1.8	1.4	1.96	-1.1	-6.3	-3.2	-3.6	4.7	-7.6

(next part)
no.	Structure	zVAD death inh	TNF necrop inh	KCC2 mod	Hck Nef HTS	Rad51 HR inh	KLK5 inh	FXIa inh 1536	FXIIa inh 1536	Thrombin inh
21	N#Cc1cc(C(=O)c2cc(F)ccc2O)cn(-c2nccs2)c1=O	1.5	1.0	i	6.6	i	-17.0	-1.3	0.7	-6.6
22	CC(C)C(c1nnnn1Cc1ccccc1)N1CCC(C(N)=O)CC1 (stereo unspecified)	0.4	0.7	0.595	0.2	-3.7	-4.2	4.7	10.6	4.7
23	Cc1cccc(C(=O)N2CCN=C2SCc2ccc([N+](=O)[O-])cc2)c1	2.8	1.3	-0.488	16.1	-4.5	-2.7	-1.6	5.9	-24.9
24	C/C(=N\NC(=O)c1cccc(F)c1)c1cccc(NC(=O)c2ccc(F)cc2)c1	5.2	1.2	-0.312	21.5	-4.7	8.0	0.9	7.3	-2.3
25	O=C(CSc1nnnn1CCCO)Nc1ccc2c(c1)OCO2	2.1	2.0	0.319	-10.6	11.5	-20.4	-6.2	-7.1	0.4
26	Cc1ccc(NC(=O)CSc2nnc(NC(=O)c3ccc(S(=O)(=O)N4CCOCC4)cc3)s2)cc1	0.2	1.5	-0.362	3.9	-0.1	-5.5	-2.3	5.8	-7.1
27	Clc1ccc(OCCSc2ncccn2)c2ccccc12	-0.1	0.0	-0.769	-0.1	-1.0	8.4	5.6	17.9	2.8
28	COc1cc(C(=O)N/N=C/c2cc([N+](=O)[O-])cs2)cc(OC)c1OC	-0.6	-12.5	-0.486	4.3	·	10.9	14.4	20.2	14.2
29	CC(C)S(=O)(=O)c1csc(NC(=O)Nc2cccc([N+](=O)[O-])c2)c1Cl	4.0	-6.7	-0.0505	-18.7	-10.7	34.0	-12.6	0.1	-4.1
30	CCOc1ccc(N=C2NC(=O)S/C2=C\c2ccc(Cl)cc2)cc1	0.7	0.0	·	2.0	-7.5	0.7	4.2	10.7	-1.4
31	COC(=O)c1c(-c2c(Cl)cccc2Cl)noc1C(=O)NN	0.9	0.4	-1.43	11.1	16.9	-5.0	-0.2	-0.6	-9.2
32	CC1=NN(c2ccc(C)c(C)c2)C(=O)/C1=C\C=C\c1ccc([N+](=O)[O-])o1	-0.6	-19.9	0.913	41.8	·	-9.5	-5.3	-0.8	-4.1
33	Cc1nn(C)cc1C1Nc2ccccc2C(=O)N1O (stereo unspecified)	-0.1	-0.8	-0.093	-9.4	1.1	-10.3	10.6	20.7	3.5
34	COc1ccc(/C=C/C(=O)N2CCCc3ccccc32)cc1	2.8	2.2	-1.3	6.7	1.1	-14.8	2.5	3.5	-2.5
35	CCOc1ccccc1-n1c(SCC(=O)N2CCCc3ccccc32)nnc1-c1cccnc1	0.0	1.7	-2.3	3.2	·	-21.1	-4.7	2.5	-5.4
36	CN(Cc1ccc(F)cc1)Cc1nc(-c2cnccn2)no1	1.2	0.5	0.737	-4.0	·	·	1.2	6.8	-0.1
37	COc1cc2c(=O)n(CC3CCCO3)c(=O)n(CC(=O)Nc3cccc(Cl)c3)c2cc1OC (stereo unspecified)	0.8	0.2	-1.72	3.4	1.7	1.9	7.5	15.9	3.2
38	O=c1[nH]cnc2c1ncn2Cc1ccc([N+](=O)[O-])cc1	-0.2	-1.1	-0.727	7.9	26.4	1.7	3.3	8.8	0.8
39	Cc1cc2c(NC(=O)CCCC(=O)O)cccc2nn1	-0.3	1.6	-0.0185	19.3	-12.3	-1.1	-1.4	7.7	-3.5
40	O=C1NC2CCc3nc4ccccc4c(=O)n3C2=Nc2ccccc21 (stereo unspecified)	0.2	0.9	0.467	-10.2	-3.7	0.1	1.4	10.5	-1.6
41	Cc1ccc(-c2nnc3n2N=C(c2ccc(Br)cc2)CS3)cc1	3.1	-2.2	·	2.2	-4.7	-7.6	39.9	53.4*	-5.7
42	O=C(NCc1ccc(F)cc1)C1CCCN(C(=O)Nc2ccccc2)C1 (stereo unspecified)	0.0	-1.2	·	0.5	4.4	7.5	4.8	-5.8	-3.9
43	Cc1cc(C)c2c3c(sc2n1)C(c1cccc(F)c1)C(C#N)=C(N)O3 (stereo unspecified)	-2.0	-17.8	0.895	-16.2	-3.7	14.4	4.1	9.6	60.0*
44	Cc1nn(Cc2ccc(F)cc2)c(Cl)c1/C=N/NC(=O)c1cccnc1	0.4	5.4	-1.61	0.3	1.4	-20.5	0.3	12.6	-2.5
45	Brc1ccc(-c2nn3c(Cc4ccccc4)nnc3s2)o1	0.4	-3.2	-2.31	0.9	-3.9	-10.5	-6.3	14.5	2.3
46	O=C(O)C1CC(=O)N(c2ccc(OCc3c(F)cccc3Cl)cc2)C1 (stereo unspecified)	-0.3	-2.0	0.0983	-0.1	-1.2	-1.8	-0.3	10.8	1.4
47	CC(Sc1ccccn1)C(=O)Nc1ccc(S(N)(=O)=O)cc1 (stereo unspecified)	0.5	0.8	1.23	1.5	4.0	-22.0	6.2	6.2	-4.2
48	Cc1ccc(-c2csc(NC(=O)CSc3nc4ccccc4c(=O)n3CCCN(C)C)n2)cc1	-1.8	-13.7	1.53	28.1	-150.9	2.8	16.6	12.2	0.9
49	O=C(Nc1ccc2c(c1)C(=O)N(CC1CCCO1)C2=O)c1cccc(Br)c1 (stereo unspecified)	1.3	-1.3	·	1.7	4.4	-43.1	-2.5	-9.4	1.3
50	CNC(=O)c1[nH]cnc1C(=O)Nc1ccccc1OC	2.7	-4.8	0.878	6.1	-5.0	-3.9	10.3	17.0	1.8
51	Cc1ccccc1/C=N/Nc1ccc(Cl)nn1	5.2	-1.0	-0.675	4.3	-6.1	-3.1	-3.3	3.5	-5.0
52	COc1cc(-c2cc(=O)c3ccccc3o2)ccc1O	70.8	-1.3	-0.892	-71.8	-13.8	4.1	2.7	11.8	-9.1
53	CC(C)CC(NC(=O)OC(C)(C)C)c1cn([C@@H](CCC(=O)OC(C)(C)C)C(=O)N2CCN(C(=O)OC(C)(C)C)CC2)nn1 (stereo partly specified)	0.7	1.5	-1.24	-15.2	-2.0	0.9	0.5	8.3	2.4
54	CC(=O)Nc1cc(NC(C)=O)c2nc(N)sc2c1	0.0	-3.0	0.0158	2.4	8.2	-2.0	-1.5	-4.0	-5.2
55	CCOC(=O)CC(=O)CSc1nc2c(C)c(C)ccc2cc1C	0.3	0.5	0.702	-1.3	5.3	-14.9	-0.3	7.9	-1.9

Thrombin inh: what is marked active above.
No. | SMILES | KCC2 mod | Hck Nef HTS | Rad51 HR inh | KLK5 inh | FXIa inh 1536 | FXIIa inh 1536 | Thrombin inh
43 | Cc1cc(C)c2c3c(sc2n1)C(c1cccc(F)c1)C(C#N)=C(N)O3 (stereo unspecified) | 0.895 | -16.2 | -3.7 | 14.4 | 4.1 | 9.6 | 60.0*

Compound activity from PubChem.

These rows are one share of the data; rates above refer to the full screens.
